HT1080-NT tox: kills 2HG-producing HT-1080-NT fibrosarcoma cells; HT-1080-NT fibrosarcoma viability, CellTiter-Glo ATP luminescence, 48 h; Potency, µM (top dose mostly 46.1 µM), for the others: at the top dose activity, negative = less viability, most hits filed as cytotoxic; actives 1.6% (n = 360,000); AID 686970;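 note: NT is the 2HG producing partner of a matched IDH1 knockdown line; potency is the fitted concentration of half-maximal effect; 0% = DMSO-treated cells and -100% = media-only wells without cells; nearly all actives have a fitted effect of over 55% in size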
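Luminescent CellTiter-Glo readout after 48 hours of compound exposure at 37 degrees C defined viability of HT-1080-NT cells. Activity was normalized to DMSO wells and cell-free media wells; concentration-response curves were fitted and assigned curve classes.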
SW480 rereplic: induces DNA re-replication in SW480 colon adenocarcinoma cells. SW480 DNA re-replication, Hoechst DNA content imaging, 48 h. Potency, µM (titrated, usually from 46.1 µM), without a hit: top-dose re-replication activation, hits mostly activators. actives 1.8% (n = 340,000). AID 624297; note: potency is the fitted concentration of half-maximal effect; % of control where 0% means no effect; nearly all actives have a fitted effect of over 55% in size
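Quantitative HTS format with DMSO vehicle controls; 48 hr drug incubation at 37 C, then 40 min Hoechst staining and scanning imager measurement at 405 nm excitation.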
IL1B secr inh: inhibitors of inflammasome signaling (IL-1 beta secretion); THP-1 LPS/ATP IL-1B secretion, AlphaLISA, 16 h; stronger effect = lower value; activity change, % at 57.5 µM; actives 4.7% (n = 360,000); in the data active = activity change below about -50%; inconclusive = mostly about -30% to -49%; note: % is set by controls: 0 for no effect and ±100 for the full control effect
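THP-1 cells pretreated 1 hr with compounds (up to 57.5 uM final), then stimulated with LPS (250 ng/mL final) plus ATP (1.25 mM final); secreted IL-1B measured by AlphaLISA after 16 hr, decreased signal indicating inhibition.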
HT1080 IDH1KD tx: toxicity to HT-1080 IDH1 knockdown cells (counter line); actives 2% (n = 360,000); HT-1080 IDH1 knockdown viability, ATP luminescence, 48 h; Potency, µM (highest dose often 46.1 µM), for the others: top-dose activity, negative = toxicity, most hits filed as cytotoxic;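 note: potency is the fitted concentration of half-maximal effect; 0% = DMSO wells and -100% = cell-free medium wells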
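Luminescent ATP read-out (CellTiter-Glo, 10 min at room temperature) after 48 h compound exposure at 37 °C gave viability of IDH1-knockdown HT-1080 cells. Activity was normalised to DMSO and cell-free wells, then fitted as concentration-response curves.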
MCF10A rerep: inducers of DNA re-replication in MCF 10A breast cells; MCF 10A DNA re-replication, Hoechst nuclear intensity, 48 h; Potency, µM (doses to about 46.1 µM), inactives show at the highest dose activity, positive = re-replication, hits mostly activators; actives 2.9% (n = 350,000); note: potency is the fitted concentration of half-maximal effect; % of control where 0% means no effect; nearly all actives have a fitted effect of over 50% in size
ATXN2 expr inh: ATXN2 expression inhibition | HEK-293 ATXN2-luciferase reporter, luminescence, 24 h | Potency, µM (highest dose often 57 µM), for inactives: at the top dose activity change, negative = inhibition, usual class: inhibitors | actives 0.72% (n = 360,000); note: potency is the fitted concentration of half-maximal effect; % is set by controls: 0 for no effect and ±100 for the full control effect; nearly all actives have a fitted effect of over 55% in size
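qHTS (up to 57 uM final) was run with 24 h compound exposure of reporter cells at 37 °C. Each well was multiplexed: SteadyGlo luminescence measured ATXN2-luciferase expression after a fluorogenic Gly-Phe-AFC viability readout (25 uM final).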
KB-3-1 cytotox: kills parental KB-3-1 adenocarcinoma cells. actives 1.4% (n = 400,000). Potency, µM (top dose mostly 46.1 µM), inactives show top-dose activity change, negative = cytotoxic, hits mostly cytotoxic. KB-3-1 viability, CellTiter-Glo ATP luminescence, 72 h; note: potency is the fitted concentration of half-maximal effect; % is set by controls: 0 for no effect and ±100 for the full control effect; nearly all actives have a fitted effect of over 60% in size
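Cytotoxicity measured as CellTiter-Glo luminescence after 72 h at 37 C. Compound titrations were pinned onto drug-naive KB-3-1 parental adenocarcinoma cells grown in DMEM with 10% FBS, and normalized data fitted to concentration-response curves.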
KB-V1 MDR tox: kills drug-selected multidrug resistant KB-V1 cells; KB-V1 MDR cells viability, CellTiter-Glo, 72 h; Potency, µM (doses to about 46.1 µM), for the others: at the highest dose activity change, negative = cytotoxicity, hits mostly cytotoxic; actives 3.4% (n = 400,000); AID 1347076; note: potency is the fitted concentration of half-maximal effect; % is set by controls: 0 for no effect and ±100 for the full control effect; nearly all actives have a fitted effect of over 60% in size
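Potencies derive from concentration-effect curves fitted to normalized luminescence (CellTiter-Glo) of KB-V1 cells treated for 72 h at 37 degrees C in phenol-red-free DMEM containing 10% FBS.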
WRN inhibitor: blocks human WRN helicase; WRN helicase unwinding, fluorescent forked duplex, kinetic; Q14191; actives 0.46% (n = 360,000); Potency, µM (top dose mostly 114 µM), without a hit: top-dose activity change, negative = inhibition, usual class: inhibitors; note: potency is the fitted concentration of half-maximal effect; % is set by controls: 0 for no effect and ±100 for the full control effect; nearly all actives have a fitted effect of over 55% in size
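Enzyme (20 nM final) and test compound sit together 15 min at room temperature before substrate addition. Substrate is a single-forked duplex oligonucleotide (100 nM) labelled with fluorophore and quencher, with 2 mM ATP; helicase unwinding raises red fluorescence, read kinetically.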
Starred values were filed as active, the others as inactive; ? = inconclusive; . = no result given; [ ] = dose if it differs, or a comment. Unless noted, calls come from the whole dose curve; as a rule, active = well fitted curve in the direction sought with a large enough effect; inconclusive = small, poorly fitted or top-dose-only effect, or another doubt; inactive = no such curve, though single readings can be large; an effect the other way counts as inactive or inconclusive. Compounds as they come; any-hit rate near 12%.

SMILES	HT1080-NT tox	SW480 rereplic	IL1B secr inh	HT1080 IDH1KD tx	MCF10A rerep	ATXN2 expr inh	KB-3-1 cytotox	KB-V1 MDR tox	WRN inhibitor
COc1cccc(CN(C)C(=O)c2ccc(NS(=O)(=O)c3ccc4[nH]c(=O)[nH]c4c3)cc2)c1OC	7%	-7%	-15	11%	-2%	-12%	11%	1%	-31%
N#CC(C#N)=C1C=C2C=C(N3CCCCC3)CCC2CC1 (stereo not given)	1%	-2%	-6	4%	?	-22%	-4%	?	?
CC(C)NC(=S)N/N=C/c1ccc(C(C)(C)C)cc1	?	-4%	-68*	?	?	-5%	-28%	?	-3%
CCC(=O)Nc1nc2ccccc2n1Cc1ccc(Cl)cc1	-10%	?	41	-24%	?	.	-14%	?	6%
COC(=O)c1nn(-c2ccccc2)c(Cl)c1/C=N/OCc1ccc(C)cc1	-1%	-5%	-9	0%	9%	-5%	17%	4%	-12%
CCOC(=O)N1CCN(C(=O)COc2ccc3c(c2)C(=O)CC(C)(C)O3)CC1	?	3%	3	-3%	-2%	.	19%	?	8%
Oc1ccc(/C=N/NC(=S)Nc2cccnc2)c(O)c1O	4%	2%	-10	4%	-14%	-26%	4%	-5%	10µM*
CC(=O)c1ccc(Nc2nc(-c3cccnc3)cs2)cc1	17%	8%	34	21%	0%	3%	1%	-14%	8%
c1ccc(-c2nc(CSc3nnnn3-c3ccccc3)cs2)cc1	8%	-1%	-8	8%	0%	-3%	9%	?	-17%
O=C(O)c1ccc2c(=O)n(-c3ccccc3)c(=S)[nH]c2c1	6%	-3%	-2	8%	8%	0%	4%	8%	2%
COc1ccccc1OCCn1cc(C=O)c2ccccc21	-9%	2%	-10	-19%	-1%	-15%	-16%	-24%	2%
CC1CCCN(c2nc3c(c(=O)n(C)c(=O)n3C)n2CCSc2nc3ccccc3s2)C1 (stereo not given)	-4%	-16%	-12	-10%	?	-12%	?	10µM*	3%
CCCCc1nnc(NC(=O)C2CCN(c3ncnc4sc(C)c(C)c34)CC2)s1	-7%	9%	31	7%	?	-11%	17%	-23%	-19%
Cc1cccc(NC(=O)C2c3ccccc3C(=O)N3CCc4ccccc4C23)n1 (stereo not given)	4%	-1%	-13	?	-14%	-17%	5%	6%	8%
Cc1cc(C#Cc2c(-c3ccccc3)n(C)c3ccccc23)ccc1F	3%	-11%	2	5%	8.2µM*	5%	-11%	-4%	-5%
CCCc1cc(NC(=O)COC(=O)c2nccnc2N)n(-c2ccccc2)n1	7%	-25%	27	3%	-4%	.	3%	21%	-4%
CCOC(=O)C1CCN(C(=O)c2ccc3c(=O)n4nc(Nc5cc(C)ccc5C)sc4nc3c2)CC1	-21%	?	33	-19%	8%	-30%	?	2%	-7%[57.1 µM]
Oc1cccc2ccc(N3CCOCC3)nc12	17%	-5%	?	16%	7%	-3%	11%	0%	-1%
Cc1ccc(C(=O)NC(=S)Nn2cnnc2)cc1	-2%	-1%	23	9%	0%	6%	19%	-9%	19%
COc1ccc(/C=N/N2CCN(Cc3ccc(C)cc3)CC2)cc1Br	-1%	2%	-9	-1%	27%	.	-2%	-15%	-1%
Cc1cccc(NC(=O)CCN2C(=O)c3ccccc3C2=O)c1	-2%	12%	-22	1%	8%	-18%	10%	27%	-4%
COC(=O)c1sc(S(=O)(=O)Nc2ccc(C)cc2)c(C(=O)OC)c1C	17%	-1%	17	0%	2%	3%	6%	5%	-3%
COc1ccccc1NC(=O)c1ccc(NC(=O)CN2CCCCC2)cc1	-5%	3%	-7	-10%	?	-14%	6%	?	-13%
Cc1ccccc1C(=O)NNC(=S)NC(=O)COc1ccccc1	4%	-1%	48	-21%	3%	-21%	-1%	-2%	-4%
COc1cccc(Nc2nc3cc(OC)ccc3cc2C#N)c1	1%	-12%	4	-4%	-1%	-3%	14%	14%	-2%
O=C(c1cc(-c2ccccn2)nc2c(Cl)cccc12)N1CCN(S(=O)(=O)c2ccccc2)CC1	-3%	5%	-22	-3%	0%	8%	-17%	-33%	-3%
CC1(C(=O)O)CCN1C(=O)c1cccc(OC(F)(F)F)c1 (stereo not given)	19%	.	13	13%	.	4%	0%	2%	0%
O=[N+]([O-])c1ccc(S(=O)(=O)N2CCN(Cc3ccco3)CC2)cc1	0%	-12%	9	11%	-4%	-13%	0%	-21%	-23%
O=C(CCc1c[nH]c2ccccc12)Nc1ncccc1O	-29%	-6%	16	-24%	0%	-1%	8%	8%	8%
CCc1nnc(NC(=O)CCS(=O)(=O)Cc2ccccc2)s1	-3%	22%	-6	-1%	?	26%	14%	2%	-5%
Cc1ccc(S(=O)(=O)N2CCN(c3ccccc3)CC2)cc1C	-10%	0%	1	4%	1%	-14%	-4%	-13%	-30%
NS(=O)(=O)c1ccc(N/N=C/c2cn(-c3ccccc3)nc2-c2cccs2)c([N+](=O)[O-])c1	?	1%	11	7.3µM*	6%	?	?	-16%	7%
Cc1ccc(C(=O)Nc2ccc(NC(=O)c3ccco3)c(C)c2)cc1	8%	-8%	-59*	-2%	-14%	15%	21%	?	-36%
O=C(c1ccncc1)N1N=C(C2CCCCC2)CC1(O)C(F)(F)F (stereo not given)	-22%	-5%	41	-8%	-12%	4%[11.3 µM]	4%	-2%	-1%
Cc1cccnc1NC(=S)NC(=O)c1cncc(Br)c1	7.9µM*	?	-1	10µM*	-31%[inhibitor]	46%[activator]	-4%	17%	-2%
COC(=O)c1cc(=O)n(CCc2ccccc2)c(=Nc2ccc(F)cc2)s1	?	5%	1	-18%	?	-18%	0%	-25%	-4%
O=C(CCS(=O)(=O)Cc1ccccc1F)NCCCN1CCCCC1	12%	5%	1	18%	9%	-5%	1%	20%	7%
CSc1cccc(NC(=O)CN(Cc2ccc(Cl)cc2)S(C)(=O)=O)c1	?	-1%	-2	?	2%	-10%	-16%	12µM*	-16%[57.1 µM]
COc1ccc(N2CCN(CCNC(=O)Nc3ccc(C)cc3Cl)CC2)cc1	-4%	-7%	-23	-4%	6%	-17%	-11%	-2%	-6%
CN1CCSc2ccc(C(=O)Nc3ccc(Cl)cc3)cc21	-3%	7%	42	17%	?	32%[activator]	-7%	11%	1%
Cc1ccc(CN2C(=O)CSc3ccc(C(=O)NC4CC4)cc32)cc1	-9%	-24%	-10	-12%	4%	1%	2%	-5%	4%
Cc1noc(C(=O)NCc2ccco2)c1Cl	10%	-13%	31	4%	1%	3%	9%	23%	-8%
COC(=O)C1=C(O)CSC1=Nc1ccccc1	10%	-1%	2	8%	4%	-1%	?	-4%	-13%
O=C1/C(=C/c2ccc([N+](=O)[O-])cc2)CCC1C1CCCC1 (stereo not given)	1%	?	-15	1%	13%	10%	-5%	-7%	-1%
Cc1c(C(=O)NNS(=O)(=O)c2ccccc2Cl)sc(=S)n1C	2%	1%	30	3%	-4%	4%	15%	0%	-8%
O=c1ncn(-c2cccc(F)c2)c2ncccc12	-1%	-8%	0	-6%	7%	5%	-1%	24%	5%
CCCc1cc(CN2CCOCC2)c(O)c(CN2CCOCC2)c1O	13%	?	?	?	15µM*	7%	-4%	?	18µM*
O=c1ccnc2n1COCS2	15%	-14%	2	6%	-2%	.	1%	8%	5%
CC(CC(=O)c1ccc(F)cc1)N1CCN(c2ccccc2)CC1 (stereo not given)	0%	?	-15	3%	26%	1%	-1%	?	-10%
O=C(Nc1ccc(F)cc1)C(CCc1ccccc1)N1CCN(c2ccncc2)CC1 (stereo not given)	21µM*	.	-27	?	.	.	4%	-14%	0%

3 entries already listed, sorted by the number in SW480 rereplic, highest first.
SMILES | SW480 rereplic
Cc1c(C(=O)NNS(=O)(=O)c2ccccc2Cl)sc(=S)n1C | 1%
O=c1ncn(-c2cccc(F)c2)c2ncccc12 | -8%
O=c1ccnc2n1COCS2 | -14%

New compounds follow
SMILES	HT1080-NT tox	SW480 rereplic	IL1B secr inh	HT1080 IDH1KD tx	MCF10A rerep	ATXN2 expr inh	KB-3-1 cytotox	KB-V1 MDR tox	WRN inhibitor
OC(COc1ccc2c(c1)CCC2)Cn1cnc2ccccc21 (stereo not given)	-15%	-1%	1	-26%	9%	43%[activator]	?	?	-6%
N/C(=N\OC(=O)c1ccc(=O)n(Cc2ccccc2)c1)c1ccccn1	2%	7%	3	2%	7%	-7%	44%	?	7%
O=C(C/C=N\OCc1ccc([N+](=O)[O-])cc1)Nc1ccc(Cl)cc1	-15%	-13%	-29	-15%	8%	-30%	-12%	-1%	-3%
COc1ccc(NC(=O)c2cnc3ccccn3c2=O)c(OC)c1	8%	-9%	-17	7%	-1%	35%[activator]	?	17%	-1%
CCCc1[nH]n(-c2ccc(F)cc2)c(=O)c1C=Nc1ccc(C)cc1	-2%	1%	12	16%	7%	27%	3%	1%	1%
O=c1[nH]c(=S)[nH]c2nc(-c3ccccc3)cnc12	0%	-4%	43	-1%	2%	12%	6%	-7%	-13%
O=C1c2ccccc2C(=O)N1CCC(O)C[N+](=O)[O-] (stereo not given)	9%	-11%	5	-1%	-23%	-1%	-2%	2%	6%
O=C(Nc1ncc([N+](=O)[O-])s1)C1CCN(S(=O)(=O)c2cnc[nH]2)CC1	-5%	18%	-2	12%	?	25%	-5%	0%	-9%
COc1cc(/C=N/Nc2ccc(C(=O)O)cc2)ccc1O	0%	-4%	7	-7%	-1%	?	-8%	6%	-13%[57.1 µM]
OC(COc1ccc2ccccc2c1)CN1CCN(c2ccc(F)cc2)CC1 (stereo not given)	0%	-1%	-3	-6%	?	-10%	-14%	-20%	0%
Cc1ccc(C(=O)NC(=O)CSc2nncn2C)cc1	16%	-10%	-14	9%	-5%	-6%	?	19%	12%

Compound activity as filed in PubChem BioAssay.
